# Screening data deposited in PubChem by several laboratories.
# HIV peptide binding: inhibitors of HIV fusion peptide binding, primary screen, biochemical, uHTS, fluorescence dequenching (AID 1986); cell-free peptide binding, fluorescence dequenching, 30 min; higher % means a stronger effect; 0.3% of 290,000 active; one-dose inhibition, % at 20 µM; IC50 in µM for titrated hits; in the data active = inhibition mostly above about 52%, no sharp cut-off; inactive = mostly below about 76%; also: some results filed as inactive read as strong as hits
# Siah-1 displacement: blockers of Siah-1 interaction with plectin peptide – biochemical, fluorescence polarization, rhodamine-plectin, uHTS, primary screen (AID 1817). Siah-1 / rhodamine-plectin peptide fluorescence polarization; higher % means a stronger effect. 0.02% of 290,000 active. displacement, % at 20 µM; hits with a dose series show IC50 in µM;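 active = displacement of at least 50% at 20 µM, with a fluorescence ratio check between 0.3 and a set limit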;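 also: plate controls were Siah plus tracer with DMSO for no effect and tracer alone without Siah for full effect; strong numbers were not always called active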
# GPR55 LPI antagonism: GPR55 antagonists blocking LPI-driven arrestin recruitment, primary screen, imaging, U2OS, beta-arrestin-GFP, LPI agonist (AID 2013); U2OS GPR55 beta-arrestin-GFP translocation imaging, LPI antagonism; higher % means a stronger effect; one-dose inhibition, % at 10 µM; IC50 in µM for titrated hits; 0.13% of 290,000 active;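 active = spots per cell inhibited over 60%, with over 100 cells counted and total cytoplasm intensity under 500,000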;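 also: U2OS cells stably carrying GPR55 and arrestin-GFP stimulated by 5 µM LPI near EC80; imaged beta-arrestin-GFP aggregate spots per cell after agonist stimulation; plate controls were LPI-stimulated DMSO wells for no effect and DMSO wells without LPI for full effect; some results filed as inactive read as strong as hits; confirmed hits need IC50 under 10 µM and bright autofluorescent wells are also inconclusive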
# GPR35 arrestin U2OS: inhibition of zaprinast-stimulated GPR35 beta-arrestin translocation – imaging, U2OS, beta-arrestin-GFP, zaprinast agonist, primary screen (AID 2058) | 0.052% of 290,000 active | U2OS GPR35 beta-arrestin-GFP translocation imaging, zaprinast antagonism; higher % means a stronger effect | inhibition, % at 10 µM, or IC50 in µM where a hit was titrated;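 active = inhibition of at least 50% with at least 30 cells and total cytoplasm GFP at most 10,000,000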
# MgcRacGAP inhibition: MgcRacGAP GTPase-activating activity inhibitors, confirmation, biochemical, ADP Hunter fluorescence. 0.6% of 340,000 active. MgcRacGAP-stimulated Rac1 GTP hydrolysis, ADP Hunter fluorescence; higher % means a stronger effect; GST-tagged Rac1 F28L mutant substrate. AID 624330. inhibition, % at 30 µM, or IC50 in µM where a hit was titrated;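 active = first-screen hits whose inhibition reached a set limit at any dose in the follow-up dose series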;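 also: fluorescence reports GDP produced by GAP-driven GTP hydrolysis; strong numbers were not always called active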
# NTR1 ag: agonists of NTR1, primary screen, imaging, U2OS cells, beta-arrestin-GFP, high content (AID 493036). activation, % at 20 µM. P30989. NTR1-U2OS beta-arrestin-GFP spot imaging, agonist mode. 0.17% of 330,000 active;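 active = activation at or above 40% of the spot to cytoplasm intensity ratio, with at least 20 cells analyzed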;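 also: 0% = DMSO without peptide and 100% = 100 nM NTR1 peptide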
# Target sequence (P30989 whole entry, looked up): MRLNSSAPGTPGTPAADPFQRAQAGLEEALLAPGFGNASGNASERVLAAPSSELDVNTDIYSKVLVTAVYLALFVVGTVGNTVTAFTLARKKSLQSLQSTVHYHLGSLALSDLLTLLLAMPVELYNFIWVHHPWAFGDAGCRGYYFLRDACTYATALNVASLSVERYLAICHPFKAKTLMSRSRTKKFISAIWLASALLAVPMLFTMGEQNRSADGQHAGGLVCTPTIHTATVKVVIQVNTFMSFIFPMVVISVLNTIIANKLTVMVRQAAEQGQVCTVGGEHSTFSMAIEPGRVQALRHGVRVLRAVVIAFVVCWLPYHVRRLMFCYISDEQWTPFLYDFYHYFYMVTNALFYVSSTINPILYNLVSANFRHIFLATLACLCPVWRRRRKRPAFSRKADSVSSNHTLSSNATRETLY
# Salmonella PhoP GFP: PhoP-dependent GFP reporter repression – Salmonella Typhimurium, primary screen (AID 1863); S. Typhimurium PhoP-regulated promoter GFP reporter, 4 h; higher % means a stronger effect; inhibition, % at 50 µM; hits with a dose series show IC50 in µM; 0.16% of 300,000 active;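 active = inhibition over 29.93%, a cutoff 3 SD above the screen mean, later confirmed by dose response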;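 also: 0% = low Mg2+ inducing control and 100% = high Mg2+ repressing control; strong numbers were not always called active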
# LYP inhibition: inhibitors of LYP phosphatase, biochemical, fluorescence intensity, uHTS (AID 1779); inhibition, % at 11.5 µM; hits with a dose series show IC50 in µM; 0.054% of 290,000 active; recombinant LYP phosphatase, fluorescence intensity; higher % means a stronger effect; in the data active = inhibition above about 50%;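 also: plate controls were vehicle with enzyme for no effect and no enzyme for full effect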
# Myeloid diff 2: promotes myeloid progenitor differentiation | ER-HoxA9 myeloid progenitors, lysozyme-GFP differentiation, flow cytometry | calls only at 10 µM | 1% of 360,000 active;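 active = normalized GFP-positive differentiation at or above the plate's own cutoff, the solvent-only control mean plus 3 SD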;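 also: cells exposed to compound for four days before flow analysis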
# NTR1 ag cell count 20 µM: also measured in NTR1 ag; calls as there; cell count; measured here: cell count, cytotoxicity flag
# Myeloid diff 2 GFP+ MAC1+ %: also measured in Myeloid diff 2; calls as there; GFP+ MAC1+ double positive, %; measured here: differentiation confirmed by MAC1 staining
# Numbers without * were called inactive; i = inactive; / = not tested or not shown. Hits appear at their usual frequency (roughly 2.4% active in at least one column).
SMILES,HIV peptide binding,Siah-1 displacement,GPR55 LPI antagonism,GPR35 arrestin U2OS,MgcRacGAP inhibition,NTR1 ag,NTR1 ag cell count 20 µM,Salmonella PhoP GFP,LYP inhibition,Myeloid diff 2,Myeloid diff 2 GFP+ MAC1+ %
CCN1C(=O)[C@H]2[C@@H](c3ccc(C)cc3)N3C(=O)N(c4cccc(Cl)c4)C(=O)[C@@]3(CC(C)C)[C@H]2C1=O,/,/,/,/,1.0%,4.0,85,2.2%,/,i,2.1
CCN(CC(=O)NCc1ccc(Cl)cc1)C(=O)c1ccc(S(=O)(=O)NCc2ccco2)cc1,-0.5%,3.5%,-16.3%,-3.4%,6.5%,0.3,62,2.2%,-10.4%,i,1.9
Cc1c(OC(C)C(=O)NCc2ccncc2)ccc2c3c(c(=O)oc12)CCC3 (centres undefined),-1.6%,-4.9%,0.9%,-1.6%,30.2%,1.0,61,1.0%,-11.4%,i,0.0
O=C(CC1SC(=Nc2ccccc2F)N(CCN2CCOCC2)C1=O)Nc1ccc(F)cc1F (centres undefined),-0.1%,3.7%,2.9%,-9.4%,4.5%,-1.3,63,-9.7%,-6.0%,i,1.5
O=C(O)COc1ccccc1/C=N/NC(=O)Cc1ccccc1,-0.3%,-3.7%,-34.2%,-1.6%,9.0%,1.3,58,0.7%,-7.3%,i,0.3
NC(N)=N/N=C/c1ccc(OCc2ccc(Cl)cc2)cc1,-0.2%,0.4%,7.8%,-0.2%,6.3%,19.6,12,39.4µM*,3.3%,i,2.2
O=C(O)CSCC(=O)Nc1ccc(Br)c(C(F)(F)F)c1,0.2%,2.3%,9.7%,-6.6%,/,-0.4,52,-12.2%,-2.0%,i,0.6
COc1ccc(C2CC(c3cc(OC)ccc3OC)n3nnnc3N2)cc1 (centres undefined),-0.3%,-1.8%,12.2%,-7.0%,19.2%,-0.3,34,10.8%,-2.7%,i,0.8
CCN(CC)C(=O)c1cnn(-c2ccccc2)c1NC(=O)c1ccccc1F,2.6%,9.9%,1.1%,-10.5%,-1.6%,0.3,76,-2.2%,-5.3%,i,0.8
CC1CCN(C(=O)CSc2nc3ccccc3c(=O)[nH]2)CC1,-0.9%,-3.8%,5.8%,-4.1%,3.7%,-0.4,52,-1.4%,-6.2%,i,0.3

# Record cards, as listed above. Order of screens: HIV peptide binding, Siah-1 displacement, GPR55 LPI antagonism, GPR35 arrestin U2OS, MgcRacGAP inhibition, NTR1 ag, NTR1 ag cell count 20 µM, Salmonella PhoP GFP, LYP inhibition, Myeloid diff 2, Myeloid diff 2 GFP+ MAC1+ %
# Profile of O=C(O)CSCC(=O)Nc1ccc(Br)c(C(F)(F)F)c1 = 0.2%, 2.3%, 9.7%, -6.6%, /, -0.4, 52, -12.2%, -2.0%, i, 0.6
# Profile of CCN(CC(=O)NCc1ccc(Cl)cc1)C(=O)c1ccc(S(=O)(=O)NCc2ccco2)cc1 = -0.5%, 3.5%, -16.3%, -3.4%, 6.5%, 0.3, 62, 2.2%, -10.4%, i, 1.9

# More results follow.
SMILES,HIV peptide binding,Siah-1 displacement,GPR55 LPI antagonism,GPR35 arrestin U2OS,MgcRacGAP inhibition,NTR1 ag,NTR1 ag cell count 20 µM,Salmonella PhoP GFP,LYP inhibition,Myeloid diff 2,Myeloid diff 2 GFP+ MAC1+ %
Cc1ccc(C(=O)Nc2ccccc2C(=O)N2CCN(c3ccccc3)CC2)cc1,0.8%,-2.0%,10.5%,-5.2%,7.0%,-0.7,81,-1.4%,-4.9%,i,0.5
CC(=O)Nc1ccc(NC(=O)CN(c2cccc([N+](=O)[O-])c2)S(C)(=O)=O)cc1,-0.4%,1.0%,0.1%,-2.9%,3.9%,-0.9,37,6.2%,-6.4%,i,0.6
OCCCN=c1cc(-c2ccccc2)oc2ccc(Cl)cc12,-2.7%,-4.3%,-7.5%,-9.7%,13.8%,-0.5,32,-29.8%,-4.1%,i,0.1
O=C(Cn1cnc([N+](=O)[O-])n1)N/N=C/c1cc(Cl)ccc1O,2.5%,0.2%,13.8%,-15.7%,11.2%,1.0,88,-1.1%,0.8%,i,0.1
Fc1ccc(Cl)cc1/C=N/n1cnnc1SCc1ccccc1,1.7%,-6.5%,3.2%,12.0%,4.2%,1.6,78,1.9%,-3.3%,i,1.4
CC(CN1CCCCC1)c1ccccc1 (centres undefined),0.3%,13.8%,-25.9%,-22.4%,30.1%,0.7,71,-8.9%,-9.5%,/,/
CCC(C)NC(=O)C1CCC(=O)N(c2ccc3c(c2)OCO3)C1c1ccc(OC)cc1 (centres undefined),-0.5%,0.2%,-0.6%,6.2%,7.3%,-0.3,90,11.4%,-5.3%,i,2.0
COc1ccc2oc(C(=O)OCC(=O)N3CCCC(C)C3)c(C)c2c1 (centres undefined),/,/,/,/,0.4%,0.8,53,-6.1%,/,i,0.7
CC(=O)N(Cc1cc2ccccc2[nH]c1=O)c1ccc(C)cc1,-0.2%,1.0%,-13.3%,2.5%,3.2%,0.6,54,-2.5%,-4.2%,i,0.4
COc1ccc(C(=O)NCc2cccnc2)cc1S(=O)(=O)N1CCOCC1,0.1%,0.8%,3.5%,3.1%,0.0%,-0.8,49,-0.3%,-12.6%,i,0.7

# Fetched by structure from above:
SMILES,HIV peptide binding,Siah-1 displacement,GPR55 LPI antagonism,GPR35 arrestin U2OS,MgcRacGAP inhibition,NTR1 ag,NTR1 ag cell count 20 µM,Salmonella PhoP GFP,LYP inhibition,Myeloid diff 2,Myeloid diff 2 GFP+ MAC1+ %
Cc1ccc(C(=O)Nc2ccccc2C(=O)N2CCN(c3ccccc3)CC2)cc1,0.8%,-2.0%,10.5%,-5.2%,7.0%,-0.7,81,-1.4%,-4.9%,i,0.5
CCN1C(=O)[C@H]2[C@@H](c3ccc(C)cc3)N3C(=O)N(c4cccc(Cl)c4)C(=O)[C@@]3(CC(C)C)[C@H]2C1=O,/,/,/,/,1.0%,4.0,85,2.2%,/,i,2.1
Cc1c(OC(C)C(=O)NCc2ccncc2)ccc2c3c(c(=O)oc12)CCC3 (centres undefined),-1.6%,-4.9%,0.9%,-1.6%,30.2%,1.0,61,1.0%,-11.4%,i,0.0

# The listing picks up, repeating the 4 entries before the break.
SMILES,HIV peptide binding,Siah-1 displacement,GPR55 LPI antagonism,GPR35 arrestin U2OS,MgcRacGAP inhibition,NTR1 ag,NTR1 ag cell count 20 µM,Salmonella PhoP GFP,LYP inhibition,Myeloid diff 2,Myeloid diff 2 GFP+ MAC1+ %
CCC(C)NC(=O)C1CCC(=O)N(c2ccc3c(c2)OCO3)C1c1ccc(OC)cc1 (centres undefined),-0.5%,0.2%,-0.6%,6.2%,7.3%,-0.3,90,11.4%,-5.3%,i,2.0
COc1ccc2oc(C(=O)OCC(=O)N3CCCC(C)C3)c(C)c2c1 (centres undefined),/,/,/,/,0.4%,0.8,53,-6.1%,/,i,0.7
CC(=O)N(Cc1cc2ccccc2[nH]c1=O)c1ccc(C)cc1,-0.2%,1.0%,-13.3%,2.5%,3.2%,0.6,54,-2.5%,-4.2%,i,0.4
COc1ccc(C(=O)NCc2cccnc2)cc1S(=O)(=O)N1CCOCC1,0.1%,0.8%,3.5%,3.1%,0.0%,-0.8,49,-0.3%,-12.6%,i,0.7
CCCC(=O)Nc1cccc(NC(=O)c2cccc([N+](=O)[O-])c2C)c1,1.5%,2.4%,-5.0%,-15.7%,0.8%,0.6,38,18.5%,-4.2%,i,0.8
CCCCCCCCCC(=O)N/N=C(\C)c1cccnc1,2.2%,0.6%,-9.1%,-4.9%,4.7%,5.5,85,-5.2%,-5.0%,i,0.4
CC(=O)c1ccc(NC(=O)CSc2nc(=O)n(CCN3CCOCC3)c3c2CCC3)cc1,/,/,/,/,5.6%,0.5,54,-6.8%,/,i,0.2
O=C(COC(=O)c1ccc[nH]c1=O)NCCc1ccc(Cl)cc1Cl,-0.6%,2.3%,4.3%,-9.7%,-6.5%,1.4,71,-8.7%,-13.7%,i,0.4
